High-throughput results: PubChem, several laboratories
ERb coact inh: inhibitors of ERβ-SRC1 coactivator interaction, primary screen, biochemical, TR-FRET, ERβ LBD, SRC-1 peptide; Estrogen receptor beta (Homo sapiens), Q92731; TR-FRET ER-beta LBD / SRC1-Cy5 peptide binding; receptor agonist-loaded with 1 µM estradiol; inhibition, % at 25.6 µM; 86,000 tested, 1.3% active;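 active = compounds whose percent inhibition of the receptor-coactivator binding signal exceeds about 50% in the single-dose screen, limit read from the data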;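 also: 0% = receptor plus peptide wells without compound and 100% = peptide-only wells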
H69AR growth 86K: proliferation blockers of H69AR lung cancer cells, primary screen, cell-based, human, 86K library; viability, % at 10 µM; H69AR lung tumor viability, ATP luminescence, 72 h; hits give low values; 85,000 tested, 6% active;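 active = viability at or below 40%; inactive = viability above 40%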;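 also: multidrug resistant small cell line overexpressing MRP-1 efflux transporter; 100% = mean luminescence of untreated control wells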
Lung fibro prol: antiproliferative effect on LL 47 fibroblasts – human, LL 47 cells, CellTiter-Glo luminescence, primary screen; viability, % at 10 µM; LL 47 human lung fibroblast viability, ATP luminescence; hits give low values; 85,000 tested, 1.1% active; AID 719, 2007;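 active = viability at or below 50% in the single dose screen; inactive = viability above 50%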;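 also: compound exposure lasted 72 h before the ATP readout; 100% = median luminescence of untreated cell-only wells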
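Times – overnight cell rest, 72 h compound treatment at 37 °C · Test system – human lung fibroblast line LL 47, low passage · Amount – 1,150 cells in each well · Controls – cell-only wells, no compound · Doses – 0.1% DMSO in all compound wells · Measured by – CellTiter-Glo luminescence · Buffer or medium – IMEM plus 15% FBS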
HUVEC inhibit: inhibitors of HUVEC proliferation, primary screen, cell-based, 384-well; CellTiter-Glo luminescence, 72 h; hits give low values; viability, % at 10 µM (by protocol); 86,000 tested, 1.1% active; AID 648, 2007;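 active = viability at or below 30%; inactive = viability above 30%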;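 also: 100% = median luminescence of DMSO-only cell control wells on each plate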
Smad3 inh: Smad3/FoxH1 peptide binding inhibitors, primary screen, biochemical, TR-FRET. 88,000 tested, 0.29% active. TR-FRET Smad3/Dy647-FoxH1 peptide binding, europium anti-His. Mothers against decapentaplegic homolog 3 (Homo sapiens), P84022. inhibition, % at 25 µM;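 active = compounds that reduce the energy-transfer binding signal between the protein and its labelled peptide by more than half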;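 also: 0% = Smad3 plus labelled peptide maximal FRET and 100% = peptide-only background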
Target sequence (P84022 whole entry, looked up): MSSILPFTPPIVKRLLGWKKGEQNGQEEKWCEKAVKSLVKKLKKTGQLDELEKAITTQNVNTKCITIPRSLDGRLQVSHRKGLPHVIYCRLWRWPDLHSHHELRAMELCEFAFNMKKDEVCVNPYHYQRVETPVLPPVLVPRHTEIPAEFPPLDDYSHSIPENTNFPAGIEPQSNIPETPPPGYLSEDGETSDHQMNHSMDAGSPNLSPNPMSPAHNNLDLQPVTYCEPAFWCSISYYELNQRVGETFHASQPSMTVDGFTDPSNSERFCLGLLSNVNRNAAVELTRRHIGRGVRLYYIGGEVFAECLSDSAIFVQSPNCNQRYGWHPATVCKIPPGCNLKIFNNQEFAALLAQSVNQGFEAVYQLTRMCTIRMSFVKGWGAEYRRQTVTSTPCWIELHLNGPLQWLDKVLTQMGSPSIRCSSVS
ERa SRC1 inh: ERα–SRC-1 coactivator interaction inhibitors, primary screen, biochemical, TR-FRET, ERα LBD, estradiol-bound. inhibition, % at 25.6 µM. TR-FRET ER-alpha LBD / SRC-1 peptide. 86,000 tested, 1.7% active. Estrogen receptor (Homo sapiens), P03372; in the data active = inhibition above about 50%;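 also: 0% = receptor plus peptide control and 100% = peptide only without receptor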
Target sequence (P03372 whole entry, looked up, the tested form may be a part): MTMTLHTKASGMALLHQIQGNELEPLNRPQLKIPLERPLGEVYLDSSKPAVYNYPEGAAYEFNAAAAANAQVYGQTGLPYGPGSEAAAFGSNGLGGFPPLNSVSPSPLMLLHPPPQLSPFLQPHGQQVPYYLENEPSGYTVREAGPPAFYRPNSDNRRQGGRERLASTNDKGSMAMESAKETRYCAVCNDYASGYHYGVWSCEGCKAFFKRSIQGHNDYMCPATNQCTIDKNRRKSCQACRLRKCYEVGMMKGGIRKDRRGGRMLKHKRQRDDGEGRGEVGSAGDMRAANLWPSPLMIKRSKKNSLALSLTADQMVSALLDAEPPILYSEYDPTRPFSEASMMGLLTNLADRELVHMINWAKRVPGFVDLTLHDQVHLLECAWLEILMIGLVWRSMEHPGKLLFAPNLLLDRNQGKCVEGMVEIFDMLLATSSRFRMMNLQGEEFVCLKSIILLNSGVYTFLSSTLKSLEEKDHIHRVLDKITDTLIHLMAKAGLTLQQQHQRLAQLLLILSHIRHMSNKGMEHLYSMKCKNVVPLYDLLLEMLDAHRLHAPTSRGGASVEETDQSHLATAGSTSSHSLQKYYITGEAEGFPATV
Candida biofilm: clotrimazole potentiators killing Candida biofilms, primary screen, with clotrimazole, Alamar Blue | inhibition, % at 6 µM | C. albicans biofilm + clotrimazole | 85,000 tested, 0.14% active | AID 834, 2007;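 active = inhibition above 20%; inactive = inhibition below 20%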;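 also: preformed 24 hr biofilms exposed to compound for 48 hr; 0% = biofilm without compound and 100% = blank killed by clotrimazole plus chlorhexidine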
ERa coact pot: enhancers of ERα–SRC-1 coactivator binding, primary screen, biochemical, TR-FRET, ERα LBD, low estradiol. TR-FRET ERalpha-LBD/SRC-Cy5 coactivator binding, 2 h; 100 = basal binding, no effect. coactivator binding (% of control), % at 25.6 µM. Estrogen receptor (Homo sapiens), P03372. AID 639, 2007. 86,000 tested, 1.3% active; in the data active = activity above about 200%;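 also: binding measured in presence of low estradiol as agonist stimulus; 0% = peptide alone without receptor and 100% = receptor with peptide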
sEH activator: soluble epoxide hydrolase activators, primary screen, biochemical, human sEH. activation, % at 2 µM. purified human sEH enzymatic activity, activator screen. Bifunctional epoxide hydrolase 2 (Homo sapiens), P34913. 91,000 tested, 0.04% active; in the data active = activation above about 37%; also: values of inactives mirror those of a sister screen read the other way
Numbers without * were called inactive; nt = no result given; [ ] = another dose, or the depositor's remark. An excerpt; the hit share may differ from the screen's.

SMILES	ERb coact inh	H69AR growth 86K	Lung fibro prol	HUVEC inhibit	Smad3 inh	ERa SRC1 inh	Candida biofilm	ERa coact pot	sEH activator
Cc1ccc(N/C=C(/C#N)c2ccsc2)cc1C	1.4[fluorescence artefact?]	85.3	91.1	103.4	-24.3	-13.9	1.8	88.8[fluorescence artefact?]	5.4
COc1ccc(C(c2nnnn2Cc2cccs2)N2CCN(c3ccccc3F)CC2)cc1OC (stereo not drawn)	-6.5	76.3	91.8	96.0	11.1[fluorescence artefact?]	1.8	4.1	124.1	nt
CCOC(=O)CSc1nnnn1-c1cccc2ccccc12	-6.3	90.3	96.9	93.0	-2.9	-6.5	3.3	117.9	-2.6
CN(C)c1nc2n(c(=S)n1)CCS2	-30.6	91.2	98.5	94.2	-3.2	-23.8	-3.7	98.9	-2.1
CC(=O)Nc1ccccc1Nc1cc(C#N)c(C#N)cc1[N+](=O)[O-]	-3.1	85.8	110.7	96.8	1.0	-3.9	3.1	105.6	12.1
O=C(CCc1nc2ccccc2[nH]c1=O)OCC(=O)c1ccc(Cl)cc1	23.5[fluorescence artefact?]	89.1	103.3	97.1	-11.3	15.3	1.9	109.1	-13.6
O=C1CC(c2ccc(F)cc2)Cc2nc(N3CCOCC3)ncc21 (stereo not drawn)	3.7	91.0	96.3	85.8	3.5	8.8	3.3	97.2	6.3
Cn1c2c(c(=O)n(C)c1=O)C(c1ccccc1OC(F)F)C1=C(CCCC1=O)N2 (stereo not drawn)	-15.0	82.7	99.0	90.9	6.5	12.2	0.2	123.4	7.0
OCCNc1nc2ccccc2n1-c1ccccc1	-25.7	94.6	103.8	101.5	-2.0	-26.8	5.2	115.1	-0.5
Cc1c(C(=O)O)sc(=S)n1-c1ccc(Cl)cc1	-7.4	96.9	99.7	96.4	-1.8	-11.6	6.1	101.2	-9.1

Brought forward from above: two entries, followed by the next part.
SMILES	ERb coact inh	H69AR growth 86K	Lung fibro prol	HUVEC inhibit	Smad3 inh	ERa SRC1 inh	Candida biofilm	ERa coact pot	sEH activator
OCCNc1nc2ccccc2n1-c1ccccc1	-25.7	94.6	103.8	101.5	-2.0	-26.8	5.2	115.1	-0.5
Cc1c(C(=O)O)sc(=S)n1-c1ccc(Cl)cc1	-7.4	96.9	99.7	96.4	-1.8	-11.6	6.1	101.2	-9.1
Cc1cc(NC2CCCCC2)nc(-c2ccccc2O)n1	-5.8	38.3*	90.2	74.0	-4.3	-4.8	8.5	93.6	-1.8
CC(C)C(=O)Nc1cccc(C(=O)NCc2ccc3c(c2)OCO3)c1	5.6	100.9	98.5	93.2	-7.3	-0.3	2.8	107.1	4.3
CCOc1ccc2nc(NC(=O)CN3CCC(n4nnc5cc(F)ccc54)CC3)sc2c1	9.6[fluorescence artefact?]	41.4	88.6	9.2*	-16.0	4.8[fluorescence artefact?]	-1.6	132.6[fluorescence artefact?]	-4.6
O=C(CCn1cnc2ccccc2c1=O)Nc1ccc(S(=O)(=O)N2CCCC2)cc1	0.4	49.3	100.5	102.4	8.1	-3.8[fluorescence artefact?]	4.8	106.6	-3.7
O=C(NCCN1CCOCC1)c1ccc2c(c1)N(Cc1ccccc1)C(=O)CS2	-0.7	89.1	94.0	91.4	-7.2	-4.7	6.1	116.2	-20.8
CCn1c(SCC(=O)NCc2ccccc2)nnc1-c1c[nH]c2ccccc12	-1.7	74.1	100.5	101.4	4.0	7.0	3.9	78.0	-3.6
CCN(CC)S(=O)(=O)c1cc(-c2nnc(-c3ccc(Br)cc3)o2)ccc1Cl	3.4	80.2	99.0	101.1	-3.4	-14.1	5.7	140.7	-1.0
CCOC(=O)c1cnc2ccc(Br)cc2c1NCC(C)O (stereo not drawn)	15.5	91.0	99.9	93.6	-10.2	-4.6	nt	117.4	nt
CCSc1oc(-c2cccs2)nc1S(=O)(=O)c1ccccc1	34.4	85.8	97.7	98.1	-2.2	-3.0	0.2	77.7[fluorescence artefact?]	nt
O=c1c2ccccc2nc(SCc2nnc(-c3ccccc3Br)o2)n1Cc1ccco1	1.5	77.1	97.7	92.0	5.1	-3.1	-8.1	110.7	-23.7
CCN=c1scc(-c2ccco2)n1/N=C/c1ccc(OC)c(O)c1	17.9	48.9	111.4	88.4	7.6	21.4[fluorescence artefact?]	1.0	63.5	-3.6
CCCN1C2=NCCN2c2ccccc21	-9.8	98.0	104.3	102.6	1.1[fluorescence artefact?]	4.9	4.6	100.5[fluorescence artefact?]	-13.4
CCCn1c(-c2ccc(OC)cc2)nc2ccccc21	24.7	89.6	87.5	96.4	7.0	-4.1	1.3	106.5	1.1
CCOC(=O)CSc1nnc(-c2ccccc2)c(=O)[nH]1	-4.9	102.2	102.7	105.6	-2.9	-4.1	-0.8	119.9	-10.9
CCOC(=O)c1cnc2c(-c3ccccc3)cnn2c1N	-1.3	nt	95.5	92.5	4.0[fluorescence artefact?]	0.2	-3.7	127.8	7.7
Cc1cccc(NC(=O)CSc2nnc(-c3ccc(S(=O)(=O)N4CCCC4)cc3)o2)c1	-4.3	93.3	96.2	85.2	-9.7	-6.5	6.4	107.7[fluorescence artefact?]	11.2
O=c1[nH]cnc2nc3n(c12)CCCCC3	-6.3	87.9	100.0	101.0	9.6	-4.4	-2.7	111.4	-7.8
CC(=O)c1c(C)[nH]c(C(=O)COc2ccc(C#N)cc2)c1C	12.1	82.1	99.4	102.5	28.4[fluorescence artefact?]	63.3*	8.4	41.9	-3.3
Cn1c(=O)c2c(nc(SCCCC#N)n2Cc2c(F)cccc2Cl)n(C)c1=O	-10.4[fluorescence artefact?]	51.1	94.9	90.4	11.9[fluorescence artefact?]	15.9[fluorescence artefact?]	11.7	67.6	-1.5
Cc1ccc(C(=O)CN2/C(=C(\O)c3ccccc3)C(=O)c3ccccc3S2(=O)=O)c(C)c1	-2.6[fluorescence artefact?]	23.7*	90.8	78.0	0.6	-8.0	-2.9	96.9	5.4
Cc1ccnc(NC(=O)C23CC4CC(CC(C4)C2)C3)c1	-9.1[fluorescence artefact?]	87.7	93.7	88.5	-5.7	-1.8	6.8	92.4	2.7
OCCN(Cc1ccccc1)Cc1ccc(C(F)(F)F)cc1	3.1	104.9	90.0	83.3	-4.6	-10.7	3.3	97.3	3.6
Cn1nnnc1SCC(=O)Nc1ccc(Oc2ccc(Cl)cc2)cc1	6.9	77.7	98.2	69.2	-9.2	-1.2	-4.9	111.7	-8.1
CCOC(=O)c1ccccc1NC(=O)CSc1nc2c(c(=O)n(C)c(=O)n2C)n1C	-1.2	31.8*	nt	106.6	6.9	1.9	6.2	115.8	8.1
COc1ccc(C(=O)Nc2cc(OC)ccc2OC)cc1	-5.2	63.6	103.8	88.3	-5.9	-2.7	1.4	110.2[fluorescence artefact?]	-1.4
CC(=O)c1cccc2c(O)c(C3=Nc4ccccc4C3=O)[nH]c12	-23.0[fluorescence artefact?]	1.5*	61.2	36.0	0.3	-47.0[fluorescence artefact?]	3.9	145.3[fluorescence artefact?]	3.0
O=C(O)C1CCCCC1C(=O)Nc1cnn(Cc2ccccc2)c1 (stereo not drawn)	-10.8	97.8	103.8	94.3	0.8	-8.7	4.0	105.8	4.0
N#CC1=C(Nc2ccccc2)SC=C(c2ccc(F)cc2)N=C1N1CCOCC1	19.2[fluorescence artefact?]	100.6	94.9	94.7	-17.2	20.1	12.7	81.0[fluorescence artefact?]	-6.4
Cc1oc2ccc(O)cc2c1C(=O)OC(C)C	2.2[fluorescence artefact?]	92.9	104.2	83.4	-2.6	5.6[fluorescence artefact?]	6.8	99.5	-2.4
COc1ccccc1CC(=O)Nc1ccc(-c2noc(COc3cccc(C)c3C)n2)cc1	8.2	38.1*	105.4	79.6	-11.3	9.7[fluorescence artefact?]	11.2	102.6[fluorescence artefact?]	4.3
O=C(NCc1cn2ccsc2n1)Nc1cccc(Cl)c1	0.3	105.5	96.6	103.9	1.4	-2.2	4.7	97.6	nt
O=C(COC(=O)C1(c2ccccc2)CC1)N1CCN(c2ccc(F)cc2)CC1	-1.0[fluorescence artefact?]	78.2	98.3	111.1	2.9	4.8[fluorescence artefact?]	4.6	107.5	6.3
O=C(NCc1cccs1)C1CCN(c2nc3ccccc3o2)CC1	-2.1	88.8	103.2	109.6	3.5	-2.4	2.8	102.8	nt
COc1ccc(C2N(C(=O)c3ccccc3)CCN2C(=O)c2ccc(C)cc2)cc1 (stereo not drawn)	2.6[fluorescence artefact?]	99.8	98.5	92.1	-4.1	1.2[fluorescence artefact?]	0.4	112.9[fluorescence artefact?]	-6.6
CCC(=O)n1nc(-c2ccccc2)nc1NCc1ccccc1	-1.9[fluorescence artefact?]	100.8	110.5	106.5	2.5	-5.2	7.3	98.1	-4.6
O=C(NCc1ccco1)c1ccccc1-c1ccc(C(F)(F)F)cc1	0.1	91.7	102.2	95.0	-3.4	2.0	5.8	91.4	-7.3
Cc1c(NC(=O)C(C)Sc2ccccc2)c(=O)n(-c2ccccc2)n1C (stereo not drawn)	1.2[fluorescence artefact?]	106.3	111.8	99.3	6.1	15.2	4.9	93.2	-7.5
CN1CCN(C(=O)Cn2c(C(F)(F)F)nc3ccccc32)CC1	8.9	96.4	97.6	105.6	8.9	-1.3	4.3	117.0	-8.7
Cc1ccc(NC(=O)C(C)N2C(=O)C3CC=C(Cl)CC3C2=O)cc1 (stereo not drawn)	8.3	91.6	106.9	91.9	5.5	9.8	10.6	107.4	-4.2
O=C(Nc1ccccc1)N1C2CCC1CC(O)(c1cccnc1)C2 (stereo not drawn)	22.5	92.7	98.1	108.0	1.3	-2.2	8.6	107.4	0.5
COC(=O)c1nnn(-c2ccccc2)c1N	30.3	92.3	101.4	105.7	1.0	18.9	5.2	122.5	-17.6
C=CCn1c(SCc2csc(C)n2)nc2sc3c(c2c1=O)CCCCC3	5.6	68.3	94.3	101.9	3.7	-1.9	8.2	95.6	-3.9
CC(=O)Nc1ccc(NC(=O)c2ccccc2N(C)S(C)(=O)=O)cc1	-3.0	96.5	103.0	104.5	0.7	-8.2	6.0	117.4[fluorescence artefact?]	-0.2
O=C(c1ccccc1)N(CCN1CCOCC1)C1(C(=O)Nc2ccccc2)CCCCC1	-4.2	96.3	97.8	105.0	2.7	-3.9	10.7	115.9	nt
CC(C)NC(=O)C(=O)NCCN1CCN(S(=O)(=O)c2ccc(Cl)cc2)CC1	-4.4	94.6	111.1	113.5	-8.6	1.3	1.7	108.0	5.7
Cc1nn(C)c(C(=O)N2CCc3ccccc32)c1Cl	-10.7	77.7	92.2	96.0	9.7[fluorescence artefact?]	-1.6	-3.4	106.1	2.3
Cc1cccc(C)c1-n1c(C)cc(/C=C2\NC(=O)NC2=O)c1C	-3.2	74.3	92.5	101.2	0.8	-1.2[fluorescence artefact?]	0.1	90.8	-15.0
COC(=O)c1cc(Br)c(=O)n(Cc2ccncc2)c1	-0.2	96.2	105.1	90.2	-11.6	-6.5	-0.8	102.0	2.4
